GALK inh = galactokinase (human) inhibition. P51570. Purified GALK, Kinase-Glo residual ATP luminescence. Potency, µM (top dose mostly 57.5 µM), for the others: top-dose activity change, negative = inhibition, usual class: inhibitors. 0.007% of 270,000 active. AID 1868; further: potency means the concentration at half of the fitted maximal effect; on the % scale 0 is the no-effect control and ±100 the full control effect
Target sequence (P51570 whole entry, looked up): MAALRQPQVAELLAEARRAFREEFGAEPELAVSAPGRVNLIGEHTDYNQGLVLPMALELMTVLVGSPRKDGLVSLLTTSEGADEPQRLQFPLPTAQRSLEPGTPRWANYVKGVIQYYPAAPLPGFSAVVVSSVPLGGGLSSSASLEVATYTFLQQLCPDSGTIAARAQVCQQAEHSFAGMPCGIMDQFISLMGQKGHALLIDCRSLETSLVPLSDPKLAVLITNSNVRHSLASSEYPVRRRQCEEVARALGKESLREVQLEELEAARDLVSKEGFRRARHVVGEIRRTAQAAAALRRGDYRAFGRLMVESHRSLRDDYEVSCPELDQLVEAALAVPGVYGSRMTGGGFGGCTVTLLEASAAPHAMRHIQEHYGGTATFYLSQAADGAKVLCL
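GALK at 5 nM final was combined with compound, 35 uM ATP and 100 uM galactose in HEPES pH8.0 with MgCl2 and DTT. The reaction ran one hour at room temperature before luminescent ATP detection.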
TCR activator = activates T cell receptor signaling; AID 504894; primary human leukocytes, anti-CD3, IL-2 HTRF, 48 h; 330,000 tested, under 10 active; Potency, µM (doses to about 9.22 µM), for the others: top-dose activation of IL-2 secretion, usual class: activators; further: % of control where 0% means no effect
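Human primary leukocytes + a-CD3 beads + cpd, 48 hr; IL-2 in supernatant by HTRF (ex 320nm / em 665nm). No co-stimulatory signal supplied.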
Giardia killer = Giardia lamblia killing; Giardia lamblia trophozoite viability; 0.15% of 340,000 active; activity change, % at 7.66 µM, hits read low; in the data active means activity change below about -80%; inconclusive means between about -30% and that limit;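 further: parasites exposed to compound for two days anaerobically before the ATP read; on the % scale 0 is the no-effect control and ±100 the full control effect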
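Trophozoites 100 cells/well + cpd; 48 hrs, 37 deg C, anaerobic. ATPLite 1-Step added, 15-30 min RT, luminescence read (ATP-based viability).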
hERG WT inh = blocks the wildtype human KCNH2 potassium channel; U2OS, BacMam KCNH2, thallium flux FluxOr; hits give low values; Q12809; activity change, % at 1.84 µM; 0.37% of 340,000 active; AID 720551;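 active means maximum activity change below -70%; inconclusive means maximum activity change between -70% and -50%; inactive means maximum activity change above -50%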; further: on the % scale 0 is the no-effect control and ±100 the full control effect
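U2OS cells were transduced with wild-type KCNH2 virus (2.03 x 10^8 / mL) for 4 h at room temperature, then cultured overnight at 37 C. Thallium flux was read with FluxOr dye. Rate constants were normalized to DMSO controls.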
FBPA coupling cs = inhibits coupling enzyme system, counter-screen for aldolase hits; coupling enzyme system counterscreen, AmpLite Red fluorescence; activity change, negative = inhibition, % at 58.2 µM, hits read low; 0.67% of 290,000 active; AID 2472; in the data active means activity change below about -30%; further: on the % scale 0 is the no-effect control and ±100 the full control effect
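Counterscreen of the coupled detection system alone, without aldolase: glyceraldehyde-3-phosphate coupling enzymes plus AmpLite Red readout. Compounds at 57.5 uM final, 10 min RT preincubation, 20 min RT reaction, fluorescence 525/598 nm.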
AT treatment = potential ataxia-telangiectasia treatment. […] A-T fibroblasts, KAP-1 phosphorylation AlphaLISA; neocarzinostatin DNA damage 30 min before lysis. AID 485349. Potency, µM (doses to about 57.5 µM), for inactives: at the highest dose activation, most hits filed as activators. 0.19% of 320,000 active; further: potency means the concentration at half of the fitted maximal effect; % of control where 0% means no effect; nearly all actives have a fitted effect of over 45% in size
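hTERT-immortalized A-T patient fibroblasts ([…]), 500 cells/well in OPTI-MEM, 1% FBS, got compounds for 60 min, then NCS for 30 min at 37C. Lysates were then assayed for phospho-KAP-1 by AlphaLISA (anti-pKAP1 donor, anti-KAP1 acceptor beads), 6 hr at 25C.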
Tb PFK block = blocks T. brucei phosphofructokinase | Potency, µM (series often up to 57.5 µM), for the others: at the highest dose activity, negative = inhibition, hits mostly inhibitors | O15648 | 0.17% of 330,000 active | T. brucei PFK, ADP-Glo luminescence;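 further: potency means the concentration at half of the fitted maximal effect; 0% = uninhibited 1x PFK enzyme wells and -100% = no-enzyme wells; nearly all actives have a fitted effect of over 60% in size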
Target sequence (O15648 whole entry, looked up): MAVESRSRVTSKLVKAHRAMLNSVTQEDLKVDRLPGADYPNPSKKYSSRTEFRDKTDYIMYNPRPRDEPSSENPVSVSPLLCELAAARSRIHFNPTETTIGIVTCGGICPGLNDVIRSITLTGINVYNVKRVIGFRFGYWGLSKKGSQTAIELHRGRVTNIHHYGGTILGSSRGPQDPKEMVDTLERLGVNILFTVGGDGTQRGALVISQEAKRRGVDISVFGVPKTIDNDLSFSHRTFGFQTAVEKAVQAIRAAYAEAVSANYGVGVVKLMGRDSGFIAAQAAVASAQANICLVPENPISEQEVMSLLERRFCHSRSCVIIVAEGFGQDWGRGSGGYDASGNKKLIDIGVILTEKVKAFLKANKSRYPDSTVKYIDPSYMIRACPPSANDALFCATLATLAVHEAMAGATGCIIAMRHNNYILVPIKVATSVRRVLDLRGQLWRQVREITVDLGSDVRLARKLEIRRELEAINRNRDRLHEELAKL
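1.25 nM PFK with 0.5 mM F6P and 0.1 mM ATP in 0.1 M TEA pH 8.0, 5 mM MgCl2, incubated 45 min at room temperature; ADP measured by ADP-Glo luminescence; compounds titrated up to 57 uM.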
Chronic BCR inh = inhibitors of chronic active B-cell receptor signaling; AID 493014; ABC-DLBCL IkBa-CBG/CBR reporter, luminescence ratio, 4 h; 0.05% of 340,000 active; Potency, µM (top dose mostly 46.1 µM), for the others: at the highest dose ratio change, negative = lower green/red ratio, usual class: inhibitors; active means well fitted inhibition curve with a large enough effect in the signal ratio, with a control signal flat, not every such curve was filed as active; inconclusive means small, poorly fitted or top-dose-only effect, or effect the other way, or a change in a side signal; the % refers to the signal ratio;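 further: potency means the concentration at half of the fitted maximal effect; plate controls were basal doxycycline-induced cells for no effect and cells given 10 µM MG132 for full effect; MG132 reads +100%, hits lower the ratio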
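Doxycycline induced both beetle luciferases in TMD8 lymphoma cells; IKK-driven degradation limits the IkappaBalpha-fused green signal, while red luminescence normalises for cell number and nonspecific effects. Compounds tested up to 46 uM, 4 hrs.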
MLL CXXC-DNA inh = inhibitors of human MLL CXXC domain-DNA interaction; 0.037% of 290,000 active; MLL-CXXC / FITC-HOXA9 DNA fluorescence polarization; Q03164; Potency, µM (titrated, usually from 115 µM), inactives show at the top dose activity change, negative = inhibition, actives largely listed as inhibitors; AID 2662; active means well fitted inhibition curve with a large enough effect in the polarisation, with a control signal flat, not every such curve was filed as active; inconclusive means small, poorly fitted or top-dose-only effect, or effect the other way, or a change in a side signal; inactive means no such curve, though single readings can be large or run the other way; the % refers to the polarisation; further: potency means the concentration at half of the fitted maximal effect
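Fluorescence polarization: 7 uM MLL-CXXC (stock) preincubated 5 min with compounds, then 50 nM fluorescein-HOX-A9 DNA (stock) added; 30 min ambient. Buffer 50 mM Tris-HCl pH 7.5, 50 mM NaCl, 1 mM DTT, 0.05% BSA.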
TSHR antag = human thyrotropin receptor antagonism. P16473. TSHR-expressing cells, TSH-stimulated cAMP HTRF, 2 h; hits give low values. activity change, negative = inhibition, % at 11.5 µM. 0.2% of 330,000 active;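 active means activity change below a set negative limit, meaning inhibition stronger than a set level, cut at about -70% in these data; inconclusive means activity change between two set negative limits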; further: on the % scale 0 is the no-effect control and ±100 the full control effect
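Freshly harvested TSHR cells receive pin-tooled compound, then EC80 TSH at 4nM final. After 2 hours at 37 deg C, antibody in lysis buffer and cAMP-d2 are added; 30 minutes at ambient temperature precede the HTRF read.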
Numbers without * were called inactive; ? = inconclusive; . = not tested or not shown; ! = repeats disagree; [ ] = remark or other dose. Unless noted, the call rests on the fitted dose curve; in most records, active means well fitted curve in the direction sought with a large enough effect; inconclusive means small, poorly fitted or top-dose-only effect, or another doubt; inactive means no such curve, though single readings can be large; an effect the other way counts as inactive or inconclusive.

SMILES	GALK inh	TCR activator	Giardia killer	hERG WT inh	FBPA coupling cs	AT treatment	Tb PFK block	Chronic BCR inh	MLL CXXC-DNA inh	TSHR antag
CCOc1ccccc1NS(=O)(=O)c1cc2c3c(c1)C(C)C(=O)N3CCC2 (stereo not given)	6%	0%	8	-1	.	0%	0%	-1%	-4%	6
Cc1noc(C)c1CS(=O)(=O)Cc1ccc(Cl)cc1	10%	3%	-1	-10	1	-4%	-5%	0%	3%	-3
CN(C(=O)c1cccc(C#N)c1)c1nnc(-c2cnccn2)s1	-1%	-4%	1	-9	3	-1%	2%	?	4%	0
COc1cc(NC(=O)COC(=O)Cc2ccc(-c3ccccc3)cc2)cc(OC)c1	1%	0%[46.1 µM]	-4	16	-13	.	7%	?	7%	7
Cc1sc2ncnc(SCC(=O)c3ccc4c(c3)OCCO4)c2c1-c1ccccc1	2%	-52%[inhibitor][46.1 µM]	-6	1	1	-9%	-1%	1%	0%	-39
CN(C)CCNC(=S)Nc1ccccc1C(C)(C)C	4%	-12%	1	3	4	-2%	-6%	0%	36%[activator]	6
Cc1cc2nnc(SCC(=O)NC3CCCCC3)n2c(N)n1	7%	-3%	-8	-29	7	4%	0%	-17%	-6%	6
CC(C)N1CCN(Cc2nc(-c3ccccc3)cs2)CC1CCO (stereo not given)	2%	-1%	-14	42	1	2%	-1%	1%	-8%	6

Carrying on.
SMILES	GALK inh	TCR activator	Giardia killer	hERG WT inh	FBPA coupling cs	AT treatment	Tb PFK block	Chronic BCR inh	MLL CXXC-DNA inh	TSHR antag
CCn1c(=O)cc(OCC(=O)NCCCN2CCC(C)CC2)c2ccccc21	1%	-1%	5	-23	4	1%	1%	?	17%	-3
O=C(NCc1nnc2c(C(F)(F)F)cc(Cl)cn12)c1cccs1	10%	-9%	-2	1	1	4%	1%	-8%	1%	10
COc1ccc(NC(=O)CCN2C(=O)c3ccccc3C2=O)cc1	-1%	-3%	15	1	-1	15%	4%	?	0%	-7
Cc1nn(-c2ccccc2)c2[nH]c(=O)cc(C(F)(F)F)c12	-5%	-2%	-9	3	8	-2%	2%	?	3%	-30
Cc1nn(C)c(C(=O)NC(=S)Nc2ccc([N+](=O)[O-])cc2)c1Cl	-2%	-1%	-21	-5	-2	6%	-12%	3%	1%	6
O=C(c1cn(-c2ccccc2)nc1-c1cccnc1)N1CCCC(C(F)(F)F)C1 (stereo not given)	.	-3%	-7	16	.	17%	-4%	-10%	.	15
CCOc1ccccc1/C=C/c1onc(C)c1S(=O)(=O)N1CCC(C(=O)N2CCCCCC2)CC1	2%	1%	-2	-4	.	0%	1%	3%	8%	?
CCOC(=O)c1ccc(N2C(=O)CC(N3CCC(C(N)=O)(N4CCCCC4)CC3)C2=O)cc1 (stereo not given)	-2%	4%[46.1 µM]	5	-2	3	-3%	1%	0%	-2%	-4

Looked up by compound from the entries so far (three):
SMILES	GALK inh	TCR activator	Giardia killer	hERG WT inh	FBPA coupling cs	AT treatment	Tb PFK block	Chronic BCR inh	MLL CXXC-DNA inh	TSHR antag
Cc1nn(-c2ccccc2)c2[nH]c(=O)cc(C(F)(F)F)c12	-5%	-2%	-9	3	8	-2%	2%	?	3%	-30
O=C(c1cn(-c2ccccc2)nc1-c1cccnc1)N1CCCC(C(F)(F)F)C1 (stereo not given)	.	-3%	-7	16	.	17%	-4%	-10%	.	15
O=C(NCc1nnc2c(C(F)(F)F)cc(Cl)cn12)c1cccs1	10%	-9%	-2	1	1	4%	1%	-8%	1%	10

Further results
Below each SMILES – GALK inh	TCR activator	Giardia killer	hERG WT inh	FBPA coupling cs	AT treatment	Tb PFK block	Chronic BCR inh	MLL CXXC-DNA inh	TSHR antag
> CCC(=O)c1ccc(OCC(=O)OCC(=O)NC2CCCCCCC2)cc1
    6%	4%	25	3	.	-21%	-13%	-4%	17%	20
> COC(=O)CCC(=O)OC1(C)C(=O)C=C2C=C(C3CC3)N(CC3CC3)C=C2C1=O (stereo not given)
    -1%	5%	8	-12	-44*!	3%	5%	3%	?	7
> O=C(COC(=O)c1ccco1)NCC1CCCCC1
    .	2%	1	0	.	4%	3%	9%	.	-5
> COc1ccccc1C(=O)NCC(=O)OCC(=O)c1ccc(Cl)s1
    .	4%	6	8	.	-10%	0%	0%	.	14
> CCOC(=O)C1(Cc2cccc(OC)c2)CCN(Cc2ccc(OC)c(O)c2)CC1
    1%	-6%	-3	28	1	.	5%	-4%	0%	-3
> O=C(O)c1cccc(S(=O)(=O)Nc2ccccc2C(=O)NCCc2ccccc2)c1
    -4%	-4%	-9	-5	5	-16%	1%	9%	16%	-3
> Cc1cccc(Cn2cnc3c(nnn3Cc3ccc(Cl)cc3)c2=O)c1
    -4%	1%	2	-1	0	6%	?	-8%	2%	-25
> C=CC[C@H](CC(=O)OC(C)(C)C)C(=O)OC[C@H]1CCCN1C(=O)[C@@H](CC=C)CC(=O)N(CCO)Cc1ccccc1
    .	3%	-16	-7	.	-2%	3%	0%	.	12
> CC1CCN(C(=O)C2CCN(CCCc3ccccc3)CC2)CC1
    3%	.	.	.	1	-1%	2%	-5%	-2%	13
> NC(=O)c1ccc(NC(=O)COC(=O)C(Cc2ccccc2)NC(=O)c2ccccc2)cc1 (stereo not given)
    -5%	-3%	7	4	1	4%	13%	-2%	16%	-7
> COc1ccc(C(=O)NCc2nnc(SCC(=O)Nc3ccccc3OC)o2)cc1
    2%	0%	18	-7	.	11%	-1%	-3%	-2%	-10
> Cc1nc2c(c(C)nn2-c2ccccc2)c(C)c1Cl
    -1%	1%[46.1 µM]	16	-1	-3	4%	0%	3%	4%	6
> CN(c1ccc(O)cc1)c1nc(-c2cccnc2)cs1
    5%	-1%	-10	0	1	-3%	-3%	?	-11%	7
> CCOC(=O)c1sc(NC(=O)C2CC(=O)N(c3ccc(OC)cc3)C2)nc1C (stereo not given)
    13%	-3%	11	-3	2	6%	0%	-17%	3%	-6
> COc1ccc(CN(Cc2cccnc2)S(=O)(=O)c2ccc(-n3cnnn3)c(C)c2)cc1OC
    10%	0%	-10	22	0	0%	4%	1%	2%	5
> O=C(NCc1cccnc1)c1ccc(-c2cccc(Cl)c2Cl)o1
    2%	-1%	-5	4	-3	6%	-1%	?	-14%	15
> O=C(c1cccc(S(=O)(=O)N2CCc3ccccc3C2)c1)N1CCN(c2ccccc2)CC1
    -5%	1%[46.1 µM]	8	11	-11	-5%	-3%	0%	-10%	-5
> O=C(OCC(=O)c1c[nH]c2ccccc12)c1cc(Br)ccc1O
    -2%	-27%	0	-15	0	3%	-2%	-10%	33%[activator]	-2
> CCCC(C)c1nnc(NC(=O)C2CCCO2)s1 (stereo not given)
    2%	3%	10	9	0	5%	7%	7%	17%	8
> CCc1nc2cc(CC(=O)O)ccc2o1
    -2%	-1%	24	-9	4	0%	8%	7%	4%	-1
> CN(C(=O)COC(=O)CNC(=O)c1ccc2ccccc2c1)c1c(N)n(Cc2ccccc2)c(=O)[nH]c1=O
    6%	8%	-11	8	13	6%	4%	1%	?	-13
> C=CCC[C@H](Cc1ccc(F)cc1)C(=O)OC[C@H](Cc1c[nH]c2ccccc12)NC(=O)[C@@H](CC=C)CC(=O)N[C@@H](CO)Cc1ccccc1
    .	2%	8	0	.	-15%	-3%	0%	.	-14
> Cc1nnc(Nc2ccccn2)c2ccccc12
    0%	1%[46.1 µM]	-4	5	0	-1%	-6%	4%	-13%	-1
> Cc1cccc(NC(=S)NCc2cccn2C)c1
    1%	6%	-25	-7	-11	-2%	2%	8%	13%	-1

High-throughput results: PubChem BioAssay, National Center for Advancing Translational Sciences (NCATS)
